Screens deposited in PubChem BioAssay by National Center for Advancing Translational Sciences (NCATS).
A549 tox: Nrf2 qHTS screen for inhibitors: counterscreen for cytotoxicity; A549 ARE-Fluc cells, CellTiter-Fluor viability, 18-24 h; actives 0.16% (n = 390,000); Potency, µM (titrated, usually from 46 µM), for inactives: at the highest dose activity change, negative = cytotoxicity, hits mostly inhibitors; AID 504648, 2011; note: potency is the fitted concentration of half-maximal effect; % is set by controls: 0 for no effect and ±100 for the full control effect
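A549 ARE-Fluc cells in 5% FBS OPTI-MEM, 5000 cells/well, rested 2 h then exposed to compounds in concentration-response for 18-24 h at 37 °C. Viability by CellTiter-Fluor fluorescence (Ex 405/Em 525) after 30 min; luciferase luminescence (BugLite, 15 min, RT) read afterwards.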
ATXN viability: Viability Counterscreen for Primary qHTS for Inhibitors of ATXN expression; S2 cells (HEK-293 line with an ATXN2-luciferase reporter) viability, CellTiter-Fluor protease fluorescence, 24 h; Potency, µM (top dose mostly 56.7 µM), actives largely listed as cytotoxic; actives 0.49% (n = 400,000); AID 651635, 2014; note: potency is the fitted concentration of half-maximal effect; nearly all actives have a fitted effect of over 40% in size
TGFb inhibitor: qHTS for Inhibitors of TGF-b; Potency, µM (highest dose often 46.1 µM), without a hit: at the highest dose activity, negative = inhibition, most hits filed as inhibitors; actives 1.2% (n = 410,000); AID 588855, 2011; HepG2 CAGA-GFP TGF-b/SMAD3 reporter, GFP fluorescence, 18 h; TGF-beta stimulated, 500 pg/mL final; note: potency is the fitted concentration of half-maximal effect; % is set by controls: 0 for no effect and ±100 for the full control effect; nearly all actives have a fitted effect of over 65% in size
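Cell-based qHTS in HEPG2 carrying a CAGA-GFP Smad reporter; compounds added before 500 pg/mL final TGF-beta, 18 h incubation at 37 degrees C, GFP fluorescence quantified per cell by imaging cytometry.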
ATXN2 expr inh: Primary qHTS for Inhibitors of ATXN expression. HEK-293 ATXN2-luciferase reporter, luminescence, 24 h. Potency, µM (doses to about 57 µM), for inactives: at the top dose activity change, negative = inhibition, actives largely listed as inhibitors. actives 0.72% (n = 360,000); note: potency is the fitted concentration of half-maximal effect; % is set by controls: 0 for no effect and ±100 for the full control effect; nearly all actives have a fitted effect of over 55% in size
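ATXN2-luciferase reporter cells (luciferase flanked by upstream and downstream ATXN2 gene portions) were treated 24 h at 37 °C with compounds at up to 57 uM. SteadyGlo luminescence gave expression; GF-AFC fluorescence gave viability.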
Nrf2 ARE act: qHTS of Nrf2 Activators; AREc32 ARE-luciferase reporter (MCF7-derived line), luminescence, 24 h; AID 624171, 2012; actives 0.31% (n = 410,000); Potency, µM (doses to about 46.1 µM), for inactives: at the top dose activation, actives largely listed as activators; note: potency is the fitted concentration of half-maximal effect; % of control where 0% means no effect; nearly all actives have a fitted effect of over 65% in size
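For detection, Steady-Glo was added and plates sat 30 min at RT; before that, AREc32_Fluc cells grown overnight in OPTI-MEM/5% FBS had been treated with 23 nL compound for 24 hr at 37 deg C.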
EPAC2 ag: qHTS for Agonist of cAMP-regulated guanine nucleotide exchange factor 4 (EPAC2): primary screen; Rap guanine nucleotide exchange factor 4 (Homo sapiens), Q8WZA2; EPAC2 activation, biochemical qHTS; response scale: 100% = 6.5 mM cAMP response; Potency, µM (doses to about 154 µM), inactives show top-dose activation, hits mostly activators; actives 0.079% (n = 360,000); AID 720711, 2013; note: potency is the fitted concentration of half-maximal effect; nearly all actives have a fitted effect of over 50% in size
Target sequence (Q8WZA2 whole entry, looked up): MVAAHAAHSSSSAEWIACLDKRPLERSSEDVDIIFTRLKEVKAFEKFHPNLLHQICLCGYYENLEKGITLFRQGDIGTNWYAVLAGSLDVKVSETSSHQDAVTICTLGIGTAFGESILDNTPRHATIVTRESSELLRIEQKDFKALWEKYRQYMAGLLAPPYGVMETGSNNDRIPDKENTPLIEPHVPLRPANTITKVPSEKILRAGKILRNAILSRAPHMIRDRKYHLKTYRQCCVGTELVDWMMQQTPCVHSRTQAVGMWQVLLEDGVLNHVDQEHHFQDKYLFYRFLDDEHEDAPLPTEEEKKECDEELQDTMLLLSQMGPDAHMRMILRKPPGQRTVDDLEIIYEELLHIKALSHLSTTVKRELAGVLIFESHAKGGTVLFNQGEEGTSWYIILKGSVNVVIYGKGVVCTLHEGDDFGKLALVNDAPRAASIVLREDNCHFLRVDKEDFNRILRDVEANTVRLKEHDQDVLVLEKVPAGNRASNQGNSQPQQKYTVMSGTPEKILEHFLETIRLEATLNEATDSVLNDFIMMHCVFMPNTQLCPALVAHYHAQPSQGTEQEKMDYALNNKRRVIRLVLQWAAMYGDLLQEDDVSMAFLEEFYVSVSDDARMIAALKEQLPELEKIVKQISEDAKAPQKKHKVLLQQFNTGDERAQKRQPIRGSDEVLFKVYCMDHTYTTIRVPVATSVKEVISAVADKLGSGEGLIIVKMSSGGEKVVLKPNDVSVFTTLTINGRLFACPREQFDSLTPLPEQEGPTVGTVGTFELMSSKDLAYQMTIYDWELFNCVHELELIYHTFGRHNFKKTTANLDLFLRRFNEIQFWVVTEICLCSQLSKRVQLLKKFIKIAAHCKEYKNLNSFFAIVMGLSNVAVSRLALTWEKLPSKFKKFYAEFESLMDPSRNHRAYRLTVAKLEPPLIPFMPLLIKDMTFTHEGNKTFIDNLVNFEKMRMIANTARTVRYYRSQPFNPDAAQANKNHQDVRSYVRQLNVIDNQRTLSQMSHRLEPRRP
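Fluorescence exchange assay: 100 nM EPAC2 with 250 nM RAP1B-BODIPY-GDP and 50 uM GDP; compounds tested as a concentration-titration series (qHTS). Loss of Rap1-bound BODIPY-GDP fluorescence read at 480/540 nm; data normalized to 6.5 mM cAMP.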
IL-2 act: qHTS of IL-2 Activators. IL-2 activation reporter assay, cell-based qHTS; stimulated with anti-CD3/CD4/CD28 beads; in transgenic mouse T cells. activation, % (series mostly up to about 46 µM). actives 0.065% (n = 360,000); in the data active = activation above about 50%; inconclusive = mostly about 30% to 49%; note: 0% is about no effect
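Using fluorescent plate cytometry, EGFP and DsRed are detected in transgenic mouse T cells stimulated 18 h at 37 degrees C with antibody-coated beads after 60 min compound pretreatment.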
HepG2 tox: qHTS for Inhibitors of TGF-b: Cytotox Counterscreen; Potency, µM (titrated, usually from 46.1 µM), for the others: at the highest dose activity change, negative = cytotoxicity, most hits filed as cytotoxic; actives 0.76% (n = 410,000); HepG2 CAGA-GFP viability, ATP luminescence, 18 h; AID 588856, 2011; note: potency is the fitted concentration of half-maximal effect; some results filed as inactive show a strong effect at the top dose
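HepG2 CAGA-GFP cells (1000/well, DMEM with 1% FBS) received compound, then TGF-beta at 500 pg/mL final, and were incubated 18 hours at 37 degrees C. Viability was read by CellTiter-Glo luminescence. Media-only wells were set as complete cell-killing and DMSO as no toxicity.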
Nrf2 block: Nrf2 qHTS screen for inhibitors; Potency, µM (series often up to 46 µM), for inactives: at the top dose activity change, negative = inhibition, actives largely listed as inhibitors; A549 ARE-Fluc reporter, luciferase luminescence, 18-24 h; AID 504444, 2011; actives 2.1% (n = 360,000); note: potency is the fitted concentration of half-maximal effect; % is set by controls: 0 for no effect and ±100 for the full control effect; nearly all actives have a fitted effect of over 60% in size
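Concentration-response testing used A549 ARE_Fluc cells at 5000 cells/well. Following an 18-24 h compound incubation, viability was read by fluorescence (Ex 405/Em 525) and luciferase output by luminescence.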
Active calls of the source: *; i = inactive; ? = inconclusive; nt = not tested or not shown; & = joins results of further samples; [ ] = remark or other dose. Unless noted, calls come from the whole dose curve; as a rule, active = well fitted curve in the direction sought with a large enough effect; inconclusive = small, poorly fitted or top-dose-only effect, or another doubt; inactive = no such curve, though single readings can be large; an effect the other way counts as inactive or inconclusive.

SMILES	A549 tox	ATXN viability	TGFb inhibitor	ATXN2 expr inh	Nrf2 ARE act	EPAC2 ag	IL-2 act	HepG2 tox	Nrf2 block
CC1C(=O)N2CCCc3cc(S(=O)(=O)NCCc4ccccc4)cc1c32 (centres undefined)	-1.8%	i	-13.0%	-11.6%	-0.4%	2.8%	-0.8	3.0%	16.4µM*
CC(C)(C)C(=O)Nc1ccc(Cl)c(-c2nc3ccccc3[nH]2)c1	2.9%	i	-0.1%	1.1%	0.5%	nt	nt	-18.4%	-1.0%
O=c1c(S(=O)(=O)c2ccccc2)cn(Cc2cccc(F)c2)c2cc(N3CCOCC3)c(F)cc12	-16.7%	nt	-15.5%	nt	-0.4%	nt	nt	-22.1%	?
C[C@H]1CN([C@@H](C)CO)S(=O)(=O)c2ccc(Br)cc2O[C@H]1CN(C)C(=O)NC1CCCCC1	nt	i	11.0%	8.0%	-0.2%	-7.7%	1.8	1.6%	nt
Cc1c(-n2cc(C(=O)c3cc(F)ccc3O)cc(C#N)c2=O)c(=O)n(-c2ccccc2)n1C	-3.8%	?	33.3%[activator]	-26.0%[11.3 µM]	0.1%	10.0%	6.7	19.5%	1.6%
Cc1ccccc1Cn1c(C)c(C(=O)NCCC#N)sc1=O	nt	i	-18.7%	-2.8%	-0.3%	-0.4%	2.5	0.8%	nt
CCOC(=O)CNC(=O)c1ccc(C#CC2(O)CCCCC2)cc1	-3.3%	i	1.1%	0.2%	-0.6%	8.2%	-0.2	-5.3%	?
CC1(C)N=C(N)N=C(N)N1CCCCc1ccccc1	-3.3%	?	-26.8%	?	-0.8%	7.2%	-0.3	-58.5%	0.82µM*
Cc1ccc(S(=O)(=O)N2CCOCC2)cc1NC(=O)COC(=O)COc1ccc(C#N)cc1	nt	i	-10.7%	nt	-1.0%	3.3%	0.9	-0.1%	nt
CCOC(=O)c1c(NC(=S)N2CCOCC2)sc2c1CCN(C(=O)OCC)C2	-10.8%	i	?	?	4.2%	2.2%	0.2	-94.6%	?
CS(=O)(=O)NCCSCc1ccccc1	1.5%	i	-16.0%	-9.8%	-0.4%	12.4%	2.2	-24.8%	nt
COC(=O)C1CCN(C(=O)CSc2nc3nc(C)cc(C)n3n2)CC1	-8.6%	i	?	-4.5%	-0.7%	4.3%	-4.9	-22.3%	16.7%
Oc1ccccc1/C=N/n1c2ccccc2c2ccccc21	22.0%	i	0.1%	0.2%	?	12.0%	-1.8	-1.7%	4.0%
Cc1ccc(-c2nc3c(c(=O)c4ccccc4n3C)c(=O)n2Cc2ccco2)cc1	-2.4%	i	12.5%	-7.8%	-0.1%	-8.7%	6.4	31.3%	-18.3%
CCNc1nc(OCC)nc(N2CCC(Cc3ccccc3)CC2)n1	-1.5%	i	-1.3%	-7.6%	-0.4%	-5.1%	-2.9	-4.9%	-17.8%
COc1ccc2[nH]c(C(=O)NCCN3CCOCC3)cc2c1	2.9%	i	-42.8%	nt	4.5%	5.5%	0.5	-13.5%	0.9%
CN(c1ccccc1)S(=O)(=O)c1ccc(C(=O)Nc2nnc(C3=COCCO3)o2)cc1	0.9%	i	-22.3%	-16.3%	0.0%	12.0%	0.6	-36.2%	?
CN(C)c1ccc(C(CNC(=O)Cc2cccc3ccccc23)N(C)C)cc1 (centres undefined)	-3.1%	?	2.4%	nt	1.3%	-7.4%	-0.6	-21.8%	-13.2%
Cc1ccc(C(=O)C[n+]2cc(-c3ccccc3)n3c2CCCCC3)cc1	22.2%&-21.3%	i	-16.6%&-15.7%	-11.0%	-0.2%&-0.5%	6.1%&3.4%	-3.3&-1.1	-19.5%&-19.7%	?
CN(C(=O)CSc1nnc(N)s1)C1CCCCC1	0.2%	i	-2.7%	-20.3%	-0.5%	1.7%	-1.5	-20.5%	17.4%
CCOC(=O)c1c(-c2ccccc2)c[nH]c1C	3.9%	i	-4.5%	11.3%	3.8%	8.2%	0.3	-5.9%	24.1%
COc1cccc(NC(=O)Nc2ccccc2SC)c1	-3.5%	i	3.6%	27.8%	8.4%	7.9%	-3.9	2.8%	6.8%
Cc1cccc(N(CC(=O)Nc2c(C)n(C)n(-c3ccccc3)c2=O)S(C)(=O)=O)c1	-8.9%	i	-7.0%	-4.1%	-0.3%	0.2%	-2.2	-2.8%	1.0%
CCCCCCc1nc2ccccc2c(=O)n1NC(=O)c1c(O)c2c(n(CC(C)C)c1=O)CCCC2	?	i	-28.5%	?	0.2%	-12.9%	-1.7	-2.0%	20.6µM*
CC(=O)c1cccc(CN2CCCC(N3CCN(c4ccccc4F)CC3)C2)c1 (centres undefined)	11.5%	i	-13.5%	-8.6%	-0.9%	13.7%	0.1	-7.9%	8.4%

(listing goes on)
SMILES	A549 tox	ATXN viability	TGFb inhibitor	ATXN2 expr inh	Nrf2 ARE act	EPAC2 ag	IL-2 act	HepG2 tox	Nrf2 block
CSc1ccc(/C=N/NC(=O)CN2CCN(Cc3ccc(C)cc3)CC2)cc1	9.7%	i	-9.3%	1.5%	-0.2%	2.7%	-0.2	-13.4%	9.5%
O=C(CSc1ncnc2nc[nH]c12)c1ccc([N+](=O)[O-])cc1	-0.9%	i	-28.6%	-22.7%	7.7%	11.1%	3.2	-10.8%	13.9%
CSC1=NCCN1C(=O)c1ccc(S(=O)(=O)N(C)C)cc1	0.0%	i	8.6%	9.2%	-0.1%	3.3%	1.1	8.2%	11.4%
CC(=O)c1sc(NC(=O)CN2C(=O)C3CCCCC3C2=O)nc1-c1ccccc1 (centres undefined)	5.5%	nt	-22.7%	nt	-0.5%	-0.1%	-0.6	-8.7%	-17.7%
Cc1cc(NC(=O)COc2ccccc2C)ccc1NC(=O)c1cccs1	-13.3%	i	-2.8%	-23.0%	2.1%	3.3%	-0.6	-21.2%	?
Cc1nn(-c2ccccc2)c(N2CCCC2)c1/C=N/NC(=S)Nc1cc(C(F)(F)F)ccc1Cl	-8.9%	?	5.8%	9.3%	-0.2%	-8.6%	0.6	16.5%	?
CC[C@H](CO)Nc1nc(Nc2cccc(Cl)c2)c2ncn(C(C)C)c2n1	?	15.8µM*	20µM*	?	-5.5%	8.7%	-4.2	-49.8%	?
COc1ccc(-n2nc(C(=O)N3CCN(c4cccc(C)c4)C(C)C3)c3c4ccccc4n(C)c3c2=O)cc1Cl (centres undefined)	8.1%	i	-5.1%	1.2%	2.3%	nt	nt	-12.2%	-3.6%
Brc1ccc2ncnc(NCc3cccnc3)c2c1	-0.7%	i	-1.1%	-9.5%	-0.3%	8.1%	-0.9	3.1%	?
Cc1ccc(NC(=O)Cn2ccn(-c3ccccc3)c(=O)c2=O)cc1	-20.7%	nt	-4.9%	nt	-0.6%	nt	nt	5.5%	-6.9%
CC(=O)Nc1ccc(N2C(=O)CC(c3ccccc3)CC2=O)cc1	0.6%	i	-11.8%	-6.2%	-0.6%	-7.2%	7.2	2.6%	3.4%
CCOc1ccc(OCC(O)CN2CCc3ccccc3C2)cc1 (centres undefined)	-10.5%	i	-7.6%	nt	-0.5%	-4.6%	0.4	-21.4%	-11.8%
O=C(NCC1CCN(Cc2ccccc2F)CC1)Nc1cc(F)ccc1F	-4.3%	i	0.0%	-6.7%	-0.3%	-0.7%	1.6	-4.1%	-4.1%
COc1ccc([N+](=O)[O-])cc1N(CC(=O)NCC1CCCO1)S(C)(=O)=O (centres undefined)	-4.8%	?	-25.4%	-3.6%	0.3%	0.2%	0.6	8.3%	-7.5%
COc1cc(CNc2ccc3[nH]c(=O)[nH]c3c2)ccc1OCc1ccccc1	0.1%	i	?	2.7%	10.6%	14.2%	1.5	-26.8%	-9.1%
COc1ccc(-c2nnc(SCC(=O)N(C)C3CCS(=O)(=O)C3)n2C(C)C)cc1 (centres undefined)	0.1%	i	13.6%	4.0%	-0.6%	4.6%	0.7	5.7%	-1.6%
Cc1cc(NS(=O)(=O)c2ccc(NC(=O)C(F)(F)F)cc2)nc(C)n1	5.2%	i	-3.5%	-3.9%	-1.5%	1.9%	0.3	-0.5%	3.6%
COc1ccc(C(=O)Nc2ccc(S(=O)(=O)Nc3cnc4ccccc4n3)cc2)cc1	-7.4%	i	-4.3%	-11.6%	-0.2%	-4.0%	-0.6	15.6%	?
CC(C)CCNC(=O)c1ccc(C2SCC(=O)N2Cc2ccco2)cc1 (centres undefined)	-0.6%	i	-4.9%	-2.9%	-0.9%	-4.6%	-0.4	0.7%	?
CC(=O)/C(N=Nc1cc2c(cc1[N+](=O)[O-])OCCO2)=C(\C)O	-2.4%	i	?	2.4%	2.5%	-12.8%	1.8	-28.9%	3.3%
Cc1cc(C(=O)OC(C)C(=O)Nc2nc(-c3ccccc3)cs2)c(C)o1 (centres undefined)	-6.8%	i	?	51.1%[activator]	0.1%	22.5%	-1.8	-26.4%	?
COc1cc(-c2nc(CN(C)Cc3nnc(C)o3)c(C)o2)ccc1F	1.2%	i	-2.9%	1.3%	0.4%	-0.2%	-1.6	0.4%	-0.4%

Three entries out of the list above, sorted by their value in IL-2 act, smallest number first.
Molecule,IL-2 act
COc1cc(-c2nc(CN(C)Cc3nnc(C)o3)c(C)o2)ccc1F,-1.6
COc1ccc([N+](=O)[O-])cc1N(CC(=O)NCC1CCCO1)S(C)(=O)=O (centres undefined),0.6
O=C(CSc1ncnc2nc[nH]c12)c1ccc([N+](=O)[O-])cc1,3.2

Outcome played no part in choosing rows; any-hit rate near 4.3%.
